PV pol inh: poliovirus RNA polymerase inhibition | poliovirus polymerase elongation, fluorescence polarization; hits give low values | % elongation, % (compound at 16.7 µg/mL) | hit rate 0.66% among 150,000; in the data active = % elongation below about 90%; note: some results filed as inactive read as strong as hits
Target sequence (P03300 1749-2209 limits assumed): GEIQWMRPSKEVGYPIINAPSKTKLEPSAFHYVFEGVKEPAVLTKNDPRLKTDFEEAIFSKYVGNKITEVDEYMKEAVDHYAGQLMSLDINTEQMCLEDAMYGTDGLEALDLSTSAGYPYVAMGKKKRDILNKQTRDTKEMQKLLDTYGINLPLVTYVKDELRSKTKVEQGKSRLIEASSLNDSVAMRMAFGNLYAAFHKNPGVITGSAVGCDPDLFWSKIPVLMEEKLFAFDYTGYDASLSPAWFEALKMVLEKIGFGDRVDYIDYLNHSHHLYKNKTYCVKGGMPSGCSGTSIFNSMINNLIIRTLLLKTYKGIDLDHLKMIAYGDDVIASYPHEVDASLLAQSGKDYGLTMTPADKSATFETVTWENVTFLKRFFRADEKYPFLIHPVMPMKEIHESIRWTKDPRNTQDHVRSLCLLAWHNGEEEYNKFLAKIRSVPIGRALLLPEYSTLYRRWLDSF
PV pol inh FP z-score: also measured in PV pol inh; calls as there; z-score; measured here: FP z-score; hits read low
Active calls of the source: *; & = joins results of further samples.

Below each compound: PV pol inh | PV pol inh FP z-score
- Clc1ccccc1/C=N/c1nc2ccccc2n1CCN1CCCCC1
    100.0 | -0.3
- CCn1cc(/C=C(\NC(=O)c2ccccc2F)C(=O)N2CCN(C)CC2)c2ccccc21
    103.0 | 0.3
- C=Cn1c(C(=O)O)cc(CC)c1-c1ccccc1
    105.0 | 0.8
- CCC1CCc2nc3sc(C(=O)Nc4ccc(F)c(Cl)c4)c(N)c3cc2C1 (stereo not given)
    111.0 | 0.1
- O=C(c1ccco1)N1CCN(c2ncnc3nc[nH]c23)CC1
    103.0 | -0.1
- CCOc1ccccc1-n1nnc(C(N)=O)c1C
    106.0 | 1.2
- Cc1c(C(=O)NCC(c2ccc(Cl)cc2)N2CCOCC2)oc2ccccc12 (stereo not given)
    104.0 | 0.1
- O=c1[nH]c(SCc2ccc([N+](=O)[O-])cc2)nc2c1CCCC2
    109.0 | 0.4
- CCc1ccc(-c2csc(-c3cc4cc(Br)ccc4oc3=O)n2)cc1
    120.0 | 2.8
- COC(=O)C(NS(=O)(=O)c1ccc(F)cc1)c1ccccc1 (stereo not given)
    100.0 | -0.2
- CCOc1ccccc1NC(=O)CN1CCCN(Cc2cccc(Cl)c2)S1(=O)=O
    106.0 | 0.1
- CCOc1ccccc1NC(=O)CN1C(=O)COc2ccc(S(=O)(=O)Nc3ccccc3)cc21
    109.0 | 0.4
- Fc1cc(F)cc(NC(=S)NCCN(C2CCCCC2)C2CCCC2)c1
    100.0 | -1.1
- CCCc1c(C)nc(SCC(=O)C(C)(C)C)nc1OC(=O)N(C)C
    109.0 | 0.9
- O=C(CN1C(=O)c2cccnc2Oc2ccc(Cl)cc21)NCc1ccccc1
    104.0 | 0.9
- CCOc1ccc(Br)cc1CNCCSc1nnnn1-c1ccccc1
    105.0 | -0.3
- CC(C)N(Cc1ccccc1)C(=O)CCS(=O)(=O)c1ccc2c(c1)oc(=O)n2C
    99.0 | -1.9
- Cc1c(N=c2c(=O)c3ccccc3c2=O)c(=O)n(-c2ccccc2)n1C
    63.0* | -6.8*
- Cc1ccc(C)c(NC(=O)CCn2cnnn2)c1
    104.0 | 0
- CC1(C)C(=O)Nc2ccccc2N1C(=O)CSc1nc2ccccc2[nH]1
    101.0 | -0.2
- COc1cc(C(=O)Nc2cc(C)c3c(=O)oc4ccccc4c3n2)cc(OC)c1OC
    101.0 | 0.3
- O=c1oc2ccccc2n1CCCOc1ccccc1Cl
    102.0 | -0.8
- Cn1c(Cc2nnc(Nc3ccc(S(=O)(=O)N4CCOCC4)cc3)s2)nc2ccccc21
    99.0 | -0.5
- CCSc1ncc(Cl)c(C(=O)Nc2nc3ccc(Cl)cc3s2)n1
    110.0 | 0.9
- COc1ccc2[nH]c3c(c2c1)CCNC3CC(=O)O (stereo not given)
    102.0 | 0.1
- COc1ccc(CN(C)C(=O)c2cccc(S(=O)(=O)N3CCOCC3)c2)cc1F
    97.0 | -0.3
- CCCc1nc2nc(C)cc(NCCN3CCN(c4cccc(Cl)c4)CC3)n2n1
    102.0 | 0.3
- COC(=O)c1cc(-c2cccnc2)nn1-c1nc(C)cc(C)n1
    97.0 | -0.8
- Oc1c(Cl)cc(Cl)cc1C1Nc2cccc3cccc(c23)N1
    101.0 | -0.6
- CC1=CC(=O)OC1Cc1ccc2ccccc2n1 (stereo not given)
    101.0 | -0.1
- Cc1ccc(N2CCn3c2nc2c3c(=O)n(CCCc3ccccc3)c(=O)n2C)cc1C
    113.0 | 1.6
- CCCCN(C)C(=O)c1cn(C)c2ccc(S(=O)(=O)N(CC)CC)cc2c1=O
    99.0 | -1
- CC(=O)N1c2ccccc2C(=O)C1N(Cc1ccccc1)C(C)C (stereo not given)
    100.0 | -0.4
- Cc1coc(C)c1C(=O)CC1(O)C(=O)Nc2cc(Cl)cc(Cl)c21 (stereo not given)
    102.0 | -0.2
- Cn1c(C(=O)c2ccccc2)nc2ccccc21
    100.0 | -0.3
- O=C(NCCSCc1ccccc1Cl)C1CCN(S(=O)(=O)Cc2ccccc2)CC1
    104.0 | -0.5
- COc1ccc(-c2noc(-c3ccc(NC4CCCCC4)c([N+](=O)[O-])c3)n2)cc1
    112.0 | 1
- Cc1ccc2nc(Cl)c3cc(C(=O)N(C)C4CCCCC4)sc3c2c1
    101.0 | -0.4
- COc1ccc(C2=NC(c3sccc3C)NC(c3cc(Cl)ccc3O)C2)cc1 (stereo not given)
    105.0 | 1.3
- O=C(Nc1ccccc1F)NC1CCN(Cc2nnnn2Cc2ccc(F)cc2)CC1
    102.0 | 0.2
- COc1cc(CCC(=O)NCc2ccc(S(N)(=O)=O)cc2)cc(OC)c1OC
    107.0 | 1.1
- CCc1ccc(NC(=O)CSc2nc3ccccc3c(=O)n2CCC(=O)NC2CCCCC2)cc1
    98.0 | -1.7
- Nc1nonc1C(=O)NCc1ccco1
    101.0 | 0
- Cc1cc2oc(C(=O)Nc3cccc(-c4nc5ccccc5o4)c3)c(C)c2cc1Cl
    108.0 | 0.1
- Cc1ccc(S(=O)(=O)NCc2ccc(/C=N/NC(=O)c3ccco3)o2)cc1
    100.0 | -0.7
- CC(C)Cc1csc2ncnc(NCCO)c12
    88.0* | -1.4*
- COc1cc(OC)c(OC)cc1/C=C/c1nc2cc3ccccc3cc2c(=O)n1-c1ccc(F)c(Cl)c1
    117.0 | 1.9
- Cc1ccc(C)c(N2CCN(C(=O)c3ccc4c(Cl)c5c(nc4c3)CCCC5)CC2)c1
    109.0 | 0.6
- O=C(O)CCn1cc(C=C2C(=O)NC(=O)NC2=O)c(-c2cc3ccccc3oc2=O)n1
    100.0 | 0
- C[C@]12CCC(=O)C=C1CCC1C2[C@@H](O)C[C@@]2(C)C1CC[C@]2(O)C(=O)COC(=O)CCC(=O)O (stereo not given in full)
    99.0 | -0.1

New compounds follow:
Below each compound: PV pol inh | PV pol inh FP z-score
- O=C1N=C(N2CCOCC2)SC1=C1CCCCC1
    101.0 | 0.4
- Cc1nn(-c2ccccc2)c(C)c1C(=O)NCC1(N(C)C)CCCCC1
    100.0 | -0.2
- CC1=CC(C)(C)N(C(=O)CSc2ncccn2)c2ccc(C)cc21
    103.0 | 0.3
- O=C(N/N=C/c1ccc(O)c(O)c1O)c1ccc(NS(=O)(=O)c2ccc(Br)cc2)cc1
    105.0 | 0.3
- Cn1ncc(Cl)c1C(=O)O
    105.0 | 0.7
- Cc1ccc(Nc2nc3nonc3nc2NC2C3CC4CC(C3)CC2C4)cc1C (stereo not given)
    101.0 | -0.6
- O=C(OCC(=O)N1CCCc2ccccc21)c1ccccc1Cl
    102.0 | 0
- COc1ccccc1C(=O)N(Cc1ccco1)Cc1ccccc1F
    101.0 | -0.9
- CCCOC(=S)NC1OCC(OC(C)=O)C(OC(C)=O)C1OC(C)=O (stereo not given)
    105.0 | 0.2
- O=C(Nc1nc2ccccc2[nH]1)c1cc(F)c(F)cc1Cl
    102.0 | 0.2
- O=c1oc(-c2cccs2)nc2c(Br)cc(Br)c(F)c12
    94.0 | -1.8
- O=C(c1ccc2c(Cl)c3c(nc2c1)CCCC3)N1CCCCCC1
    102.0 | -0.1
- COc1cccc(CNS(=O)(=O)c2ccc3c(c2)CC(C)N3C(=O)C2CCC2)c1 (stereo not given)
    107.0 | 0.1
- CN1CCC2=C[C@@H](O)C3OC(=O)c4cc5c(cc4C3[C@H]21)OCO5 (stereo not given in full)
    100.0 | 0
- O=C(CCC1CCCCC1)NC1C=CS(=O)(=O)C1 (stereo not given)
    108.0 | -0.3
- CCOc1cc(C)c(Cl)cc1S(=O)(=O)N1CCN(CC)CC1
    102.0 | 0
- O=C(/C=C\c1ccc2c(c1)OCO2)NC1CC(=O)N(c2cccc(F)c2)C1 (stereo not given)
    113.0 | 1.3
- COCC(C)n1c(COc2ccccc2F)nnc1SC/C(O)=C(\C(=O)OC)c1nc2ccccc2[nH]1 (stereo not given)
    99.0 | -0.6
- COc1ccc(CNC(=O)CSc2n[nH]c(-c3ccc(F)cc3)n2)cc1
    105.0 | -0.7
- N#Cc1cccc(NC(=O)C2CCCC2)c1
    106.0 | 0.3

Further results
SMILES | PV pol inh | PV pol inh FP z-score
COc1cccc(-c2cc(=O)c3ccccc3o2)c1N | 99.0&98.0 | -0.3&0
CCSC1=C(C#N)C(=O)NC(c2ccco2)S1 (stereo not given) | 98.0 | -0.6
COc1cc(C2CC(=O)Nc3c2c(C)nn3-c2nc(C)cc(C)n2)cc(OC)c1O (stereo not given) | 106.0 | -0.1
CCOc1ccc(NC(=O)Cn2cc(S(=O)(=O)c3ccc(C)cc3)c(=O)c3cc(F)ccc32)cc1 | 113.0 | 1.4
COc1ccc(CCNC(=O)C2CC(=O)N(C3CCCC3)C2)cc1OC (stereo not given) | 100.0 | -0.2
CCNC(=S)N1CCC(NC(=O)C23CC4CC(CC(C4)C2)C3)CC1 | 102.0 | 0
CC(=O)Nc1ccc(-n2c(C)nc(=O)c(-c3ccccc3)c2C)cc1 | 99.0 | -0.7
O=C(CCCOc1ccccc1)Nc1ncn[nH]1 | 102.0 | 0.2
O=C(COc1ccccc1C(=O)O)NCCc1ccccc1 | 100.0 | -0.3
O=C(c1ccccn1)c1ccc2ccccc2n1 | 98.0 | -0.9
CCN1C(=O)c2ccccc2S(=O)(=O)c2ccc(C(=O)N3CCc4ccccc43)cc21 | 99.0 | -1
CC(C)(C)c1ccc(OCc2nnc(SCC(N)=O)n2-c2ccccc2)cc1 | 108.0 | 0.5
CCCOc1ccc(C2C(=O)N(C3CCCCCC3)CC(=O)N2CCC)cc1OC (stereo not given) | 109.0 | 0.1
CC(C)OC(=O)C(C)N=Cc1ccccc1 (stereo not given) | 105.0 | 0.3
O=C(C1=C(O)C(=O)N(CCN2CCOCC2)C1c1ccccc1)c1ccco1 (stereo not given) | 100.0 | -0.8
O=C(NC1CC1)c1cc(-c2ccccc2)nn1-c1ccccc1 | 101.0 | -0.2
Cc1nn(-c2ccccc2)c(C)c1CN(C)Cn1c(=O)oc2ccccc21 | 103.0 | 0
Cc1cc(F)ccc1NC(=O)c1ccc2nc(Cc3ccccc3)oc2c1 | 111.0 | 0.8
O=C(Nc1cccc2cccnc12)c1ccccc1[N+](=O)[O-] | 106.0 | 0.3
CCCc1cc(C(=O)N/N=C/c2cnn(C)c2)sc1C | 104.0 | 0.2
CC1(C)C=C(c2ccc(C(=O)O)s2)CC(C)(C)N1 | 100.0 | -0.4
CCS(=O)(=O)N(C)c1ccc(C(=O)Nc2cc(C)ccc2C)cc1 | 103.0 | 0.4
Cc1ccc(C(=O)Nc2nc(-c3nnn(-c4cccc(C(F)(F)F)c4)c3C)ns2)cc1 | 111.0 | 1
CCN(C(=O)c1cc(S(=O)(=O)N2CCc3ccccc32)cn1C)c1cccc(C)c1 | 109.0 | 0.5

Full records from above. Values in the order: PV pol inh	PV pol inh FP z-score
CCCc1nc2nc(C)cc(NCCN3CCN(c4cccc(Cl)c4)CC3)n2n1 as listed: 102.0	0.3
CC1=CC(=O)OC1Cc1ccc2ccccc2n1 (stereo not given) as listed: 101.0	-0.1
COc1cc(C2CC(=O)Nc3c2c(C)nn3-c2nc(C)cc(C)n2)cc(OC)c1O (stereo not given) as listed: 106.0	-0.1
O=C(Nc1nc2ccccc2[nH]1)c1cc(F)c(F)cc1Cl as listed: 102.0	0.2
Fc1cc(F)cc(NC(=S)NCCN(C2CCCCC2)C2CCCC2)c1 as listed: 100.0	-1.1

Going on with the list.
SMILES | PV pol inh | PV pol inh FP z-score
O=C(NCCc1cnc[nH]1)NC12CC3CC(CC(C3)C1)C2 | 102.0 | -0.1
CCCNC(=O)C1CC(=O)N(c2ccc(C)c(Cl)c2)C1 (stereo not given) | 102.0 | 0
CCCSc1nc2ccccc2c(=O)n1-c1ccccc1OC | 103.0 | 0.1
Oc1ccc(C=NCC2OCCc3ccccc32)cc1 (stereo not given) | 102.0 | 0.2
O=C(c1ccccc1)N1CCCn2c1nc1ccccc12 | 108.0 | 0.6
CSc1nnc(C)c(=O)n1COC(=O)/C=C/c1ccc2c(c1)OCO2 | 101.0 | -0.4
CC1=C(C(=O)Nc2ccccc2)C(c2ccc(C(C)C)cc2)n2ncnc2N1 (stereo not given) | 102.0 | -0.1
CCOC(=O)c1ccc(NC(=O)CCc2c(C)nc3cc(-c4ccc(OC)cc4OC)nn3c2C)cc1 | 114.0 | 2
CN(C)c1ccc(NC(=O)Cn2c(SCc3ccccc3F)nc3cccnc32)cc1 | 19.0* | -13.7*
COC(=O)C[n+]1ccc(C)cc1 | 100.0 | -0.3
CC(=O)c1cc2c(cc1N/C(=N/S(=O)(=O)c1ccc(C)cc1)c1ccc(Cl)cc1)OCO2 | 101.0 | -0.9
Cc1nn(CCC(=O)Nc2cccc(C#N)c2)c(C)c1S(=O)(=O)N1CCC(C)CC1 | 104.0 | -0.4
Cc1ccc(CS(=O)(=O)Cc2ccc(C(=O)NC3CC3)o2)cc1 | 100.0 | 0
CC(C)(C)c1cc(NC(=O)CSc2ccc(S(=O)(=O)N3CCCC3)cn2)on1 | 108.0 | 0.8
CNC(=S)N1CCN(c2nc3ccccc3s2)CC1 | 101.0 | -0.1
N#CC(C#N)=CNc1ccccn1 | 101.0 | -0.1
CC(Nc1cc(C)ccn1)=C(C#N)C#N | 96.0 | -2.1
C=CCOc1nc(NCC)nc(N(C)C)n1 | 104.0 | 0.6
O=C1/C(=C/c2ccccc2O)N=C2CCCCCN12 | 104.0 | 0.6
CCOC(=O)C1=C(CN2CCN(C)CC2)NC(=O)NC1c1ccc(F)cc1 (stereo not given) | 113.0 | 1.4
CCNc1nc(NN)nc(NCC)n1 | 104.0 | 0.4
O=c1cc(CN2CC=C(c3ccccc3)CC2)nc2scc(-c3ccccc3)n12 | 109.0 | 0.5
COc1ccc2c(c1)c1c(c(=O)n(CCc3ccccc3)c(=O)n1Cc1ccc(F)cc1)n2C | 104.0 | -0.8
Cc1ccc(NC(=O)C/C(N)=N/O)cc1C | 100.0 | -0.7
CC1=C(c2ccc(C)cc2)[N+](=O)C(C)(C)N1[O-] | 103.0 | 0.5

Only part of the results is shown (hit frequency here may not be typical).
